Source: PubChem BioAssay (several laboratories)
PostGolgi yeast: growth inhibition of a yeast mutant, post-Golgi transport screen. post-Golgi transport phenotypic cell assay. inhibition, % at 10 µM. actives 0.9% (n = 98,000). AID 739; in the data active = inhibition above about 30%;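 also: yeast cells grown in 1536-well plates; yeast grown about 18 h at 30C before absorbance read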
EphB4 ephrin blk: blocks human EphB4 binding to ephrin-B2 | EphB4 LBD / TNYL-RAW-Alexa532 peptide, fluorescence polarization | inhibition, % at 7 µM | actives 0.15% (n = 97,000) | P54760;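 active = inhibition above the screen-wide mean inhibition plus 3 SD, cut at about 15% in these data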;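 also: 0% = DMSO wells and 100% = excess unlabeled TNYL-RAW peptide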
CYP2C19 act: increases human CYP2C19 enzyme activity | recombinant CYP2C19, luciferin-H EGE luminescence; hits give high values; 0 = fully inhibited enzyme, 1 = untreated enzyme | activation factor at 5 µM | 96,000 tested, under 10 active | AID 1025;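 active = activation factor of at least 2 at 5 µM in the primary screen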;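 also: 0 = wells with 2.5 mM tranylcypromine and 1 = vehicle-only wells; values of inactives mirror those of a sister screen read the other way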
Target sequence (P33261 whole entry, looked up): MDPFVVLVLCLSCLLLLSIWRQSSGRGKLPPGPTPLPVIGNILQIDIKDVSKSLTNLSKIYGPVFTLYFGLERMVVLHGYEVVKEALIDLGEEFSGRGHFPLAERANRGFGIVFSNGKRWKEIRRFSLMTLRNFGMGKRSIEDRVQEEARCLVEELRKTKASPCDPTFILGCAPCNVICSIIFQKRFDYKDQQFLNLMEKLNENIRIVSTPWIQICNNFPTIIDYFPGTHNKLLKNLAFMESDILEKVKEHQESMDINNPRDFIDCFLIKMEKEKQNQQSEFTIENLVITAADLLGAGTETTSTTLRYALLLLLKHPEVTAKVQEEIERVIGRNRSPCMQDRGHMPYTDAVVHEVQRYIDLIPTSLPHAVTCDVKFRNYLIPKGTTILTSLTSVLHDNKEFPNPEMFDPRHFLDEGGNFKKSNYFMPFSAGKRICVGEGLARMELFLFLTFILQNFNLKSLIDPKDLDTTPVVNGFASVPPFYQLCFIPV
E coli WT exp: blocks growth of wild type E. coli BW25113 | growth inhibition, % at 100 µM | AID 710 | OD600 absorbance | actives 0.15% (n = 98,000);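 active = growth inhibition above about 50% at one test dose, limit read from the data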;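 also: growth measured after 20 h incubation at 37 °C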
CYP2C9 inh: blocks human cytochrome P450 2C9 | P11712 | CYP2C9 Supersomes, luciferin-H conversion, luminescence | inhibition, % at 5 µM | actives 20% (n = 96,000) | AID 777;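 active = blocking of liver enzyme CYP2C9 beyond about 50% at 5 µM, limit read from the data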; also: values of inactives mirror those of a sister screen read the other way
Target sequence (P11712 whole entry, looked up): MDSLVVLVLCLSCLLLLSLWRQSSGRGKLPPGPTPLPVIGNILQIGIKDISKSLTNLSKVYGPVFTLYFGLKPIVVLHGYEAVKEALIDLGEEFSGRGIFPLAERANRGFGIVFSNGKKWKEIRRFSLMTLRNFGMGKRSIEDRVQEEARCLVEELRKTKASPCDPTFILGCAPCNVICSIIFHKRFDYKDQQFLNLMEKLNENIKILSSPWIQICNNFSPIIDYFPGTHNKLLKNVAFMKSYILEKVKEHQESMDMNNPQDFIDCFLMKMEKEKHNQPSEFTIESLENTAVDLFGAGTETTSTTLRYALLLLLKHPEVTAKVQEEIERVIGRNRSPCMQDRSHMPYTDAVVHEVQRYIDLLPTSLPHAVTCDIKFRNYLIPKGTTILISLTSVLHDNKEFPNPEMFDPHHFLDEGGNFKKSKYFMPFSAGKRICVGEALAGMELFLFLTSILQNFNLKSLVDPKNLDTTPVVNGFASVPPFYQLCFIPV
CYP2C9 act: increases human cytochrome P450 2C9 activity; P11712; recombinant CYP2C9, luciferin-H conversion, luminescence; hits give high values; factor 1 = untreated enzyme, 0 = blocked; activation factor at 5 µM; actives 1.4% (n = 96,000); AID 1024;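 active = activation factor of 2 or more for CYP2C9 at a 5 µM dose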;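 also: 0 = sulfaphenazole-blocked wells and 1 = vehicle-only wells; values of inactives mirror those of a sister screen read the other way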
CYP2C19 inhib: inhibitors of human CYP2C19. P33261. CYP2C19 Supersomes, luciferin-H EGE luminescence, 30 min. inhibition, % at 5 µM. actives 21% (n = 96,000);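 active = CYP2C19 inhibition above a set limit at 5 µM in the primary screen, cut at about 50% in these data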;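 also: plate controls were negative control wells for no effect and 2.5 mM tranylcypromine positive control for full effect; values of inactives mirror those of a sister screen read the other way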
PTK2B oligo ant: Pyk2 (human) oligomerization antagonism; Q14289; Q293 cells, Pyk2 FERM NanoBiT luminescence; hits give low values; z-score (the deposit names both 25 µM and 10 µM); actives 0.83% (n = 99,000);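 active = Z-score of -3 or lower, scaled per plate to the spread of control and sample wells; inactive = z-score above -3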;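 also: negative z-score means lost luminescence so less FERM oligomerization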
PLAP activator: activates human placental alkaline phosphatase; P05187; purified PLAP enzyme, luminescent substrate read-out; hits give high values; activation fold at 20 µM; actives 1.2% (n = 96,000); in the data active = activation fold above about 2
The depositor's hits bear a star; . = not tested or not shown. Rows were taken by chance; any-hit rate near 31%.

SMILES	PostGolgi yeast	EphB4 ephrin blk	CYP2C19 act	E coli WT exp	CYP2C9 inh	CYP2C9 act	CYP2C19 inhib	PTK2B oligo ant	PLAP activator
CCCCOC(=O)c1cccc(NC(=O)CC)c1	0	3	.	-4	.	.	.	-0.68	.
COc1ccc(Cn2c(C)ccc2C)cc1	-1	0	0.5	12	32	0.7	46	-0.27	1.1
N#CC1=C(N)Oc2n[nH]c(-c3cccs3)c2C1C1CCCCC1 (stereo not drawn)	5	-2	0.5	5	2	1	45	-0.67	1.3
Cc1ccc(S(=O)(=O)N2CCC(C(=O)NCCCOC(C)C)CC2)cc1	-3	-2	1	9	-25	1.3	0	0.2	1.1
Cc1cc(C)c2c(n1)SCC(=O)N2CC(=O)NCCC1=CCCCC1	-3	.	1	6	-8	1.1	5	.	1
CN(Cc1ccccc1)C(=O)CCNC(=O)Cn1cnc2ccccc2c1=O	-1	-8	1.1	9	25	0.8	-12	0.59	1.1
Cc1ccc(-c2noc(=O)n2CC(=O)Nc2ccc(S(=O)(=O)NC3CC3)cc2)cc1	-3	2	0.6	5	93*	0.1	45	-0.52	1.1
Cn1c(SCC(=O)c2cc3ccccc3o2)nnc1-c1ccccc1	7	-1	0.2	5	68*	0.3	84*	.	1.3
CSCCC1NC(=O)N(CC(=O)Nc2ccc(N3CCCCC3)cc2)C1=O (stereo not drawn)	-3	-2	1.1	-10	-3	1	-11	-0.22	1
O=C(CSc1nnc(CNC(=O)c2ccccc2F)o1)c1ccc(Cl)cc1	0	0	0.6	7	54*	0.5	37	2.3	1.3
CCn1c(COc2cccc(OC)c2)nnc1SCC(=O)N1CCOCC1	23	-4	0.9	14	15	0.8	10	0.3	1.5
O=C(Nc1nc(-c2nc3ccccc3s2)cs1)c1ccc(S(=O)(=O)N2CCOCC2)cc1	-4	3	0.9	-6	29	0.7	11	-3.6*	1
COC(=O)c1ccccc1NC=C1C(=O)OC2(CCCCC2)OC1=O	7	.	1	6	25	0.7	4	0.09	0.9
O=C(Oc1ccc2[nH]cc(CCN3C(=O)c4ccccc4C3=O)c2c1)c1ccco1	11	-4	0.8	-3	76*	0.2	24	-1.4	0.8
Cc1cccc(NC(=O)CSc2nnc(CCCCCNC(=O)OC(C)(C)C)o2)c1C	-9	0	0.4	8	68*	0.3	64*	0.65	2.4*
CCc1cc2c(=O)n(Cc3ccco3)c(SCc3c(C)noc3C)nc2s1	-5	-5	0.5	-28	90*	0.1	51*	-0.49	1.2
Cc1nn(CC(=O)N(C)C)c(=O)c2ccccc12	-7	-2	1.1	6	-7	1.1	-9	2.3	1.1
COc1ccc(CC(=O)NC(c2ccccc2)c2ccccc2)cc1S(=O)(=O)N1CCOCC1	-4	5	1.1	-14	27	0.7	-12	-2.9	1.1
CCCCC(c1nnnn1CC1CCCO1)N1CCN(c2cccc(C)c2C)CC1 (stereo not drawn)	-1	-6	0.9	-4	22	0.8	10	-2.4	1.4
CCCCCc1nnc(N)s1	-4	6	1	9	-8	1.1	4	-0.75	1.1
CCOC(=O)C1C(=O)Nc2nc(C)nn2C1c1ccccc1 (stereo not drawn)	-2	-8	1.1	-2	4	1	-12	1	1
CCOC(=O)C1CCN(S(=O)(=O)c2ccc(NC(=O)OC)cc2)CC1	-11	.	0.8	4	19	0.8	24	0.91	0.7
O=c1cc(NC2CCCCC2)c2ccccc2o1	-2	3	0.4	6	53*	0.5	60*	0.15	0.6
COc1ccc(OC)c(-n2nnnc2SCC(=O)Nc2ccc(C(=O)N3CCCCC3)cc2)c1	-4	-5	0.2	2	67*	0.3	78*	-1.3	1.3
CCCCCC(=O)NC(=S)NNC(=O)CC	7	4	0.7	38	9	0.9	33	0.42	.
Cc1ccc2nc(SCC(=O)N(CC(C)C)c3c(N)n(CC(C)C)c(=O)[nH]c3=O)[nH]c2c1	17	0	0.7	5	10	0.9	27	-0.67	2.3*
Cn1c2c(c(=O)n(C)c1=O)C(c1cc3c(cc1Br)OCO3)CC(=O)N2 (stereo not drawn)	-2	.	1.1	6	-2	1	-14	.	1.1
COc1ccc(CN2CCC(=O)NC2=O)cc1	6	2	0.6	4	-2	1	44	0.28	1.1
OC(CC1CC12c1ccccc1-c1ncccc12)(c1ccccc1)c1ccccc1 (stereo not drawn)	0	-3	0.1	-2	97*	0	92*	-1.1	1.5
CCCCn1c(C(C)O)nc2ccccc21 (stereo not drawn)	4	-2	0.8	5	-3	1	16	-0.74	0.9
COc1cc(NC(=O)c2ccccc2Cl)c(OC)cc1NC(=O)CN1CCOCC1	9	6	0.9	1	45	0.6	13	-0.86	1.5
CC(CNC(=O)c1cncc(O)c1)NC(=O)c1cncc(O)c1 (stereo not drawn)	0	-2	1	-2	0	1	-4	-0.45	0.9
Cc1ccc(C)c(NC(=S)NNC(=O)c2csc3c2CCCC3)c1	6	5	0.5	-2	-14	1.1	50	0.4	1.2
Cc1cccc(NC(=S)NN2CCN(C)CC2)c1C	1	3	0.9	7	-4	1	9	0.84	0.9
CCOC(=O)C1(C)/C(=N/Nc2ccc(Cl)cc2)C(=O)C(=O)N1c1ccccc1 (stereo not drawn)	-8	7	1.2	-6	-2	1	-18	-1.3	1
CCOc1ccc(Br)cc1S(=O)(=O)NCCN(C)C	0	-5	1.1	-2	-8	1.1	-14	-0.96	1
CC(=O)N1C(Nc2ccc(Cl)cc2)CCN1c1ccccc1 (stereo not drawn)	-4	-8	0.8	-1	5	1	18	0.12	1
CCn1c(-c2ccc(F)cc2)cnc1SCC(=O)N1CCCCC1C (stereo not drawn)	1	5	0.4	2	40	0.6	63*	.	1.2
CCCSC1=C(C#N)C(c2ccc(Cl)cc2Cl)CC(=O)N1 (stereo not drawn)	-2	-7	0.6	0	67*	0.3	37	-1	1.1
CC1CCc2nc(NC(=O)c3ccco3)sc2C1 (stereo not drawn)	8	.	0.3	10	56*	0.4	66*	-1.3	1
Cc1ccc(S(=O)(=O)N2CCN(S(=O)(=O)N3CCOCC3)CC2)c(C)c1	9	7	0.5	0	-37	1.4	49	0.59	1.3
O=C(Nc1ccc(F)c(F)c1)c1cnc(-c2ccccc2)nc1-c1ccccc1	0	-1	0.9	-6	48	0.5	13	1.5	1.2
CCc1c(C)[nH]c2c(C)cccc2c1=O	-1	-4	1	5	3	1	0	0	0.8
CCN1CCN(CCCNC(=O)c2cc3c(=O)[nH]c4ccccc4c3s2)CC1	21	5	1	2	2	1	-2	0.13	1.6
COc1cccc(CNC(=O)CSCc2cnn(-c3ccccc3)c2-n2cccc2)c1OC	19	1	0.1	-11	97*	0	94*	-0.63	2.6*
CCCCOC(=O)Nc1cccc(C(C)=O)c1	1	-5	0.7	9	25	0.7	34	-0.14	0.9
Cc1ccc(C(=O)NCCSC2CCCCC2)cc1S(=O)(=O)Nc1ccccc1	-3	-8	0.7	-8	28	0.7	32	-1.7	0.9
Cc1c([C@H]2[C@@H](CC#N)C2(C)C)c2ccccc2n1C	-9	4	0.8	1	-1	1	24	-0.69	0.8
Cc1ccc(NCc2nnc(SCC(N)=O)n2CCc2ccccc2)cc1	-7	3	1	-6	-14	1.1	2	.	1.2
COc1ccc(OC)c(NS(=O)(=O)c2ccc3c(c2)n(C)c(=O)n3C)c1	-18	3	0.2	-4	45	0.5	78*	-0.13	1
CCOC(=O)c1ccc2c(c1)nc(COc1ccc(OC)cc1)n2CC	-12	-1	0.2	-9	55*	0.4	76*	-0.5	1
CCN(CC)S(=O)(=O)c1ccc(/C(O)=C2/C(=O)C(=O)N(CCOC)C2c2ccccc2)cc1 (stereo not drawn)	-6	.	1.1	3	-2	1	-13	-0.31	1
Cc1cc(NC(=O)c2noc3c2CCCCC3)nn1Cc1ccc(Cl)cc1	4	.	1.1	-5	-19	1.2	-6	0.44	1
C=CCn1c(SCC(=O)O)nnc1-c1cccs1	0	-5	1.2	-5	13	0.9	-15	0.08	1
N#C/C(=C/c1cccc(C(F)(F)F)c1)c1nc(CCN2C(=O)c3ccccc3C2=O)cs1	-1	-3	0.5	-11	33	0.7	48	-0.54	0.8
Cc1ccc(Nc2ccc(C(=O)N3CCCC3)cn2)c(C)c1	-11	3	0.6	0	-32	1.3	45	-1.1	1.7
Cc1ccccc1-c1nc(CN2CCC(C(=O)NCC3CCCO3)CC2)c(C)o1 (stereo not drawn)	-3	-2	1	4	5	1	3	0.57	1.5
CCOc1ccc(/C=C/C(=O)Nc2ccc(OC)cc2[N+](=O)[O-])cc1	-10	4	0.9	-1	-145	2.4*	10	-0.49	1
CCc1cccc(C)c1N(C(=O)Cn1c(COC)nc2ccccc21)C(C)COC (stereo not drawn)	-3	1	0.8	-1	36	0.6	22	-0.53	1.7
COc1ccc(CCNc2oc(COc3ccccc3)nc2C#N)cc1	2	-7	0.5	-11	70*	0.3	50	0.57	0.9

More results follow:
SMILES	PostGolgi yeast	EphB4 ephrin blk	CYP2C19 act	E coli WT exp	CYP2C9 inh	CYP2C9 act	CYP2C19 inhib	PTK2B oligo ant	PLAP activator
CCc1nnc(NC(=O)CSc2nccn2-c2cc(C)cc(C)c2)s1	-7	4	0.9	-2	58*	0.4	13	.	1.3
C=C(C)c1cccc(C(C)(C)NC(=O)NCC2CCCO2)c1 (stereo not drawn)	6	3	1.1	2	-15	1.2	-10	1.1	1.6
CCOC(=O)CSc1nnc(-c2cccc(Br)c2)o1	-10	4	0.7	10	-12	1.1	29	0.27	1
O=C1C2CCCN2C(c2ccccc2)N1c1nccs1 (stereo not drawn)	-6	-10	0.9	3	-1	1	13	2	1.4
COC(=O)/C=c1/s/c(=C(\C#N)C(=O)NCc2ccco2)n(-c2ccc(C)cc2)c1=O	5	-6	0.9	-5	0	1	12	-0.3	1.3
Cc1ccc(-n2nc(C)cc2NC(=O)c2ccc(C)s2)cc1	-3	4	0.2	2	34	0.7	76*	-0.78	1.5
CCc1ccc(OCC(=O)NC(=S)Nc2cccc(CO)c2)c(Br)c1	-2	4	1	-9	0	1	-3	3.1	0.9
CC(c1ccc(Br)cc1)N1CC23C=CC(O2)C(C(=O)O)C3C1=O (stereo not drawn)	28	4	1.1	10	-19	1.2	-6	.	1.2
O=C(COc1ccc2c(c1)OCO2)NC12CC3CC(CC(C3)C1)C2	-9	-3	0.1	11	75*	0.3	94*	-1.9	1.1
CCCS(=O)(=O)c1c(S(=O)(=O)CCC)c2c(N)cccn2c1C(=O)c1ccccc1	-5	-5	0.6	-16	75*	0.3	40	-0.57	1.4
CN(C)S(=O)(=O)c1ccc(NC(=O)c2ccccn2)cc1	11	-11	0.9	2	15	0.8	8	0.26	1.1
CCOC(=O)c1c(C)[nH]c(C(=O)CSc2nnc(C3CC3)n2N)c1C	14	0	0.3	7	66*	0.3	69*	-0.43	1.6
CCc1[nH]nc2c1C(c1cccc(OC(=O)N3CCOCC3)c1)C(C#N)=C(N)O2 (stereo not drawn)	10	2	0.3	8	37	0.6	70*	-0.06	1.4

Structural class: the entries above containing a furan ring, fused or not.
SMILES	PostGolgi yeast	EphB4 ephrin blk	CYP2C19 act	E coli WT exp	CYP2C9 inh	CYP2C9 act	CYP2C19 inhib	PTK2B oligo ant	PLAP activator
Cn1c(SCC(=O)c2cc3ccccc3o2)nnc1-c1ccccc1	7	-1	0.2	5	68*	0.3	84*	.	1.3
O=C(Oc1ccc2[nH]cc(CCN3C(=O)c4ccccc4C3=O)c2c1)c1ccco1	11	-4	0.8	-3	76*	0.2	24	-1.4	0.8
CCc1cc2c(=O)n(Cc3ccco3)c(SCc3c(C)noc3C)nc2s1	-5	-5	0.5	-28	90*	0.1	51*	-0.49	1.2
CC1CCc2nc(NC(=O)c3ccco3)sc2C1 (stereo not drawn)	8	.	0.3	10	56*	0.4	66*	-1.3	1
COC(=O)/C=c1/s/c(=C(\C#N)C(=O)NCc2ccco2)n(-c2ccc(C)cc2)c1=O	5	-6	0.9	-5	0	1	12	-0.3	1.3
